PMI act: phosphomannose isomerase (human) activation; purified human PMI, coupled resazurin fluorescence, 20 min; hits give high values; 1 = vehicle control, 0 substrate-free wells; activation factor at 20 µM; P34949; actives 0.005% (n = 190,000);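 active means activation factor of 2 or more at 20 µM, relative to plate controls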
Target sequence (P34949 whole entry, looked up): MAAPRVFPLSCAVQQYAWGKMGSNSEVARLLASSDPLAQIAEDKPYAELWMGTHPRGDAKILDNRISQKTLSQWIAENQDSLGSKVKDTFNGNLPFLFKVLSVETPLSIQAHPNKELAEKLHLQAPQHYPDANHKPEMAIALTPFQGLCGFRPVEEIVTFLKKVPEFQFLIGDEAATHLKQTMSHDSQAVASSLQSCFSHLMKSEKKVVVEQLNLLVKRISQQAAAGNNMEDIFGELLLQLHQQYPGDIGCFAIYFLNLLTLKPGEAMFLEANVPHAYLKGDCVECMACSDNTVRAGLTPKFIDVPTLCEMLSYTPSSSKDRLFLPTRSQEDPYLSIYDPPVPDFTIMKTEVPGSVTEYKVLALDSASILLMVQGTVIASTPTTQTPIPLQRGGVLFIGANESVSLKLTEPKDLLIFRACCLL
RAM inhibit: yeast RAM network inhibition | inhibition, % at 50 µM | S. cerevisiae dse1pr::URA3 reporter, 5-FOA growth OD615, 2 d; analog-sensitive cbk1-as2 kinase mutant strain | actives 1.8% (n = 190,000) | AID 868;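 active means inhibition above a set limit, 3 SD over mean compound inhibition, cut at about 8.4% in these data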;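 further: 0% = DMSO-only wells with no growth and 100% = 10 µM 1-NA-PP1 full growth; inhibition rescues growth on 5-FOA so higher OD means more RAM inhibition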
L major viab: reduces viability of Leishmania major promastigotes; inhibition, % at 10 µM; actives 9% (n = 200,000); resazurin fluorescence viability; AID 1063;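 further: promastigotes grown with compound for 44 hours at 28 °C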
Diaphorase inh: counter-screen for diaphorase-based assays: diaphorase inhibitors and chemical oxidizers; diaphorase resazurin-to-resorufin fluorescence, NADH, 16 min; bacterial (C. kluyveri) enzyme, not human; inhibition, % at 20 µM; actives 0.69% (n = 190,000);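 active means primary screen inhibition at 20 µM above a set limit, cut at about 50% in these data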;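 further: plate controls were DMSO with full reaction for no effect and wells lacking NADH for full effect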
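Benchmarks: positive control wells lacking NADH, neutral wells with DMSO only. System: bacterial diaphorase enzyme (C. kluyveri). Input: 0.14 U/mL diaphorase, enzyme working solution. Detection: resorufin fluorescence, excitation 544 nm, emission 590 nm. Times: 16-min room-temperature incubation before reading.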
PMI act satM6P: PMI (human) activation, high substrate; P34949; coupled PMI enzyme assay, resazurin fluorescence, 20 min; hits give high values; 1 = untreated enzyme, 0 = substrate-free blank; activation factor at 20 µM; actives 0.34% (n = 190,000);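 active means activation factor of 2 or more at 20 µM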
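assay system = human phosphomannose isomerase with PGI, G6PDH, diaphorase coupling enzymes | quantity = 15 ng/mL PMI | incubation = enzyme reaction with compound 20 min at room temperature | medium = HEPES pH 7.4 buffer with MgCl2 and Tween-20 | compound dosing = one concentration, 20 µM, in 1% DMSO | measured by = Diaphorase-driven resazurin-to-resorufin fluorescence, excitation 544, emission 590 nm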
Diaphorase act: counter-screen for diaphorase-based assays: diaphorase activators and chemical reducers. Diaphorase/resazurin coupled assay, resorufin fluorescence, 16 min; hits give high values; 1 = vehicle wells, 0 = NADH-free wells. activation factor at 20 µM. actives 0.005% (n = 190,000). AID 1229;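 active means diaphorase activity raised at least twofold by the compound at 20 µM; inactive means activation factor below 2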
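Material: purified diaphorase enzyme from Clostridium kluyveri; Also added: 0.114 mM NADH and 0.1 mM resazurin, final amounts; Doses: single compound dose of 20 µM, 1% DMSO final; Times: 16 min enzyme reaction, ambient temperature; Detection: resorufin fluorescence, excitation 544 nm, emission 590 nm; Measure: increased resorufin signal from activators or reducing compounds.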
S1P3 antag: antagonists of human S1P3 receptor; Q99500; CHO S1P3 NFAT-BLA reporter, FRET fluorescence, antagonist mode; inhibition, % at 4.98 µM; actives 0.27% (n = 170,000); AID 485;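 active means inhibition above the plate cutoff, the mean inhibition of test wells on that plate plus 3 SD, cut at about 28% in these data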;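 further: cells challenged with S1P at its EC80 of 0.8 µM; blue over green emission ratio from cleaved BLA substrate after 4 h stimulation; 0% = S1P-stimulated wells and 100% = unstimulated DMSO-only wells; some compounds past the cut are filed as inactive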
Target sequence (Q99500 whole entry, looked up): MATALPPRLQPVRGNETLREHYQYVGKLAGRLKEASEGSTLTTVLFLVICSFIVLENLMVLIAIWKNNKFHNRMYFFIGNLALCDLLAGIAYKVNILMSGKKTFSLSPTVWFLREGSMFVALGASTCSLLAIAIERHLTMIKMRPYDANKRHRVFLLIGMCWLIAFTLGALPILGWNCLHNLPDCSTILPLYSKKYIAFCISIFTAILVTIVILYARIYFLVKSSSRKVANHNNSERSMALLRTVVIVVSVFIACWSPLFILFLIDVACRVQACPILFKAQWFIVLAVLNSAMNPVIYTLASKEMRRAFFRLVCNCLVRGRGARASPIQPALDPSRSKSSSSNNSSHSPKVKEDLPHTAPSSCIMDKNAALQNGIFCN
Hsp70 activator: transcriptional activators of Hsp70; AID 1203; activation, % at 10 µM; HeLa Hsp70 promoter luciferase reporter, luminescence; scaled: vehicle 0, proteasome-inhibitor control 100%; actives 0.04% (n = 200,000);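 active means activation above the mean across all tested compounds plus 3 SD, cutoff set per campaign, cut at about 5.5% in these data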;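 further: 100% = MG132 at 30 µM as the positive control and 0% = DMSO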
Redox H2O2 prof: compounds producing H2O2 with reducing agent – biochemical, NIH compound library profiling, artefact control for MLSCN library redox annotation, primary screen. activation, % at 10 µM. actives 0.03% (n = 200,000). DTT-dependent redox cycling H2O2, phenol red/HRP absorbance; 100% = 100 µM peroxide control, 0% = buffer;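 active means activation of at least 50% relative to the plate's high and low controls in the primary single-dose screen; inactive means activation below 50%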;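 further: compound incubated with DTT at 0.8 mM final as the reducing agent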
TLR4 MyD88 comp: inhibitors of human TLR4-MyD88 binding; actives 0.18% (n = 200,000); O00206+Q99836; HeLa CL3-4 TLR4/MyD88 BLA complementation, FRET ratio; inhibition, % at 8.4 µM; AID 861; in the data active means inhibition above about 25%;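 further: 0% = vehicle and 100% = reference inhibitor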
G6PDH counter: inhibits Leuconostoc G6PDH, flagging false hits in G6PDH-based assays | actives 0.12% (n = 200,000) | Purified L. mesenteroides G6PDH, diaphorase/resazurin coupled fluorescence, 45 min | inhibition, % at 5 µM | AID 1020
Numbers without * were called inactive; · = no result given. Unless noted, no stated cut-off is given here; in the data, active means inhibition above about 50%; inactive means the rest. The list is partial; the hit share may differ from the screen's.

SMILES	PMI act	RAM inhibit	L major viab	Diaphorase inh	PMI act satM6P	Diaphorase act	S1P3 antag	Hsp70 activator	Redox H2O2 prof	TLR4 MyD88 comp	G6PDH counter
Cc1ccc2cc3cc(C(=O)N4CCC5(CC4)OCCO5)oc3nc2c1	1	1.6	-1	4	1.1	1	-3	0.0	1.3	-6	-2
Cc1cc(C=C2C(=O)NC(=O)NC2=O)c(C)n1-c1ccncc1	1.4	2.1	0	14	1.4	0.9	-13	-0.2	-1.3	-10	9
CC(=O)OC1N=C(c2ccc(Cl)cc2)c2cc(Br)ccc2NC1=O (configuration not stated)	0.9	1.3	30	15	0.9	0.9	·	-0.2	2.3	5	-1
CCNC(=O)NNC(=O)C1CC(c2cccnc2)=NO1 (configuration not stated)	1.1	-0.4	-9	0	1	1	-20	-0.2	-0.1	5	12
CNC(=O)Oc1ccc(-c2cn3cc(C)ccc3n2)cc1	1	0.6	38	8	1	0.9	-15	-0.7	-0.2	-6	-1
O=C1c2ccccc2C(=O)N1Cc1nc2ccccc2c(=O)n1-c1cccnc1	1	1.0	-6	11	1	0.9	·	0.1	1.0	11	-2
Cc1ccc(N2C(=O)NC(=O)C(CCc3ccncc3)(Cc3cccc(Cl)c3Cl)C2=O)cc1 (configuration not stated)	0.8	0.1	18	16	0.9	0.8	-15	-0.3	0.4	3	-4
C=CC(C)C(C(=O)c1ccccc1)N(C)C (configuration not stated)	0.9	0.5	0	9	0.9	0.9	-4	0.3	0.3	7	0
CC(=O)NC(C)Cc1ccccc1 (configuration not stated)	1	1.9	-2	4	1	1	·	-0.2	0.0	-1	10
O=C(CF)NC(Nc1cccc2cccnc12)C(Cl)(Cl)Cl (configuration not stated)	0.8	0.8	13	25	0.8	0.7	·	0.0	-4.7	-14	-11
OCCN(CC#CC(O)(c1ccccc1)C1CCCC1)CCO (configuration not stated)	1	0.0	-5	17	1	0.8	-5	-0.4	-1.5	-4	-2
Cn1c(O)c(C=NCc2cccs2)c(=O)n(C)c1=O	1	1.2	-4	8	1.1	0.9	-5	-0.5	-0.9	-2	3
O=C(c1ccco1)c1cn(Cc2ccc(Cl)cc2)c2ccccc12	1	11*	80*	14	1	0.9	·	-0.1	0.4	11	10
COc1ccc(CC2(CCc3ccncc3)C(=O)NC(=O)NC2=O)c(OC)c1	0.9	1.0	1	7	0.9	0.9	2	-0.3	-0.4	-12	13
CC(=O)c1ccc2c(c1)C1C(Cl)C(Sc3ccccc3[N+](=O)[O-])CC1C(c1ccccc1)N2 (configuration not stated)	1.2	7.6	19	21	1.7	0.8	·	-0.2	5.5	-4	-21

The closing 2 records of the section above come first, to join the parts.
SMILES	PMI act	RAM inhibit	L major viab	Diaphorase inh	PMI act satM6P	Diaphorase act	S1P3 antag	Hsp70 activator	Redox H2O2 prof	TLR4 MyD88 comp	G6PDH counter
COc1ccc(CC2(CCc3ccncc3)C(=O)NC(=O)NC2=O)c(OC)c1	0.9	1.0	1	7	0.9	0.9	2	-0.3	-0.4	-12	13
CC(=O)c1ccc2c(c1)C1C(Cl)C(Sc3ccccc3[N+](=O)[O-])CC1C(c1ccccc1)N2 (configuration not stated)	1.2	7.6	19	21	1.7	0.8	·	-0.2	5.5	-4	-21
CCC(CC)NCc1c[nH]c2ccccc12	1	2.0	45	-2	1.1	1	3	-0.2	-0.2	1	2
COc1ccc(NC(=S)NC(NC(=O)CF)C(Cl)(Cl)Cl)cc1[N+](=O)[O-] (configuration not stated)	1	0.5	4	13	0.9	0.9	-8	-0.2	0.0	11	3
CN1CCN(Cc2ccccc2Sc2ccccc2)CC1	1	1.6	100*	13	1	0.9	15	-0.1	-0.1	7	12
COc1ccc(-c2nc3ccccc3n2OC(=O)N(C)C)cc1	1	0.7	26	22	1	0.8	·	0.1	0.3	6	2
Cc1ccccc1CCNCc1ccc(Br)cc1	1	1.7	15	6	1	0.9	2	-0.3	0.1	-4	1
O=C(COc1ccc(S(=O)(=O)N2CCCCC2)cc1)N1CCN(Cc2ccccc2)CC1	1	0.4	16	8	1	0.9	-10	-0.4	1.0	9	-18
Cc1nc2ccccc2c(=O)n1-c1ccc(Cl)cc1[N+](=O)[O-]	1	1.1	-2	77*	1	0.2	10	-0.4	-0.4	-1	8
Cc1cc(C=C2C(=O)NC(=S)NC2=O)c(C)n1C1CCCC1	1.6	1.0	63*	25	2.1*	0.8	-13	0.0	-1.4	3	0
O=C1NC(=O)C2(Cc3ccccc3N3CCOCC32)C(=O)N1c1ccccc1 (configuration not stated)	0.9	0.3	92*	18	0.9	0.8	·	-0.3	-0.1	-10	4
C=CCN(CC#CCOc1ccccc1OC)CC=C	1.1	2.5	4	-1	1.1	1	13	-0.2	0.1	-9	4
O=c1[nH]c(=O)n(-c2cccc(Cl)c2)c(O)c1C=NCCCN1CCOCC1	1	0.8	-1	17	0.9	0.8	-18	-0.6	1.3	0	10
CCN(CC)c1ccc(N=Cc2c(O)n(CCC3=CCCCC3)c(=O)[nH]c2=O)cc1	0.8	2.4	12	27	0.4	0.7	-42	0.1	0.2	16	11
COc1ccc(OC)c(CC(=O)O)c1	1.1	-0.1	-3	-12	1.1	1.1	-7	0.1	-1.4	3	2
O=C(c1ccncc1)C12CN3CN(CN(C3)C1)C2	0.9	2.1	0	6	0.9	0.9	-3	0.0	1.1	-15	2
CCCCNc1ccncc1S(=O)(=O)NC(=O)NC(C)C	1.2	-0.1	-12	7	1.2	0.9	·	-0.1	1.5	-6	3

Taken from above.
Value of `CCC(CC)NCc1c[nH]c2ccccc12` under PMI act satM6P: 1.1
Value of `CCCCNc1ccncc1S(=O)(=O)NC(=O)NC(C)C` under PMI act satM6P: 1.2
Value of `O=c1[nH]c(=O)n(-c2cccc(Cl)c2)c(O)c1C=NCCCN1CCOCC1` under PMI act: 1
Value of `Cc1cc(C=C2C(=O)NC(=S)NC2=O)c(C)n1C1CCCC1` under TLR4 MyD88 comp: 3

Carrying on.
SMILES	PMI act	RAM inhibit	L major viab	Diaphorase inh	PMI act satM6P	Diaphorase act	S1P3 antag	Hsp70 activator	Redox H2O2 prof	TLR4 MyD88 comp	G6PDH counter
CCC(=O)c1c(O)n(C2CCCCCC2)c(=O)[nH]c1=O	1	-1.5	-1	3	1.1	1	10	0.2	2.5	3	7
O=C1NC(=O)C(CCc2ccncc2)(CCc2ccncc2)C(=O)N1CCc1ccccc1	0.9	0.7	0	12	0.9	0.9	-12	-0.2	-6.5	1	14
CCCC(CCC)C(=O)OC[N+](C)(C)CCOC(=O)C(O)(c1ccccc1)C1CCCC1 (configuration not stated)	1	1.2	-2	-1	0.9	1	-12	1.0	1.3	-5	23
O=c1[nH]c(=S)n(Cc2ccc(F)cc2)c(O)c1C=NCc1cccnc1	1.1	2.4	-2	1	1.1	1	·	0.0	0.2	-2	4
COc1ccc(CCn2c(O)c(C=NCc3cccnc3)c(=O)[nH]c2=O)cc1OC	1	1.7	-7	11	1	0.9	-29	-0.3	2.1	-2	-13
CC1CCN(C(=O)CCl)CC1	1.1	2.0	8	6	1.1	0.9	-9	-0.3	-0.4	15	5
COc1ccccc1N1C(=O)NC(=O)C2(Cc3cc(C)ccc3N(C)C2)C1=O (configuration not stated)	1.4	2.7	4	14	1.4	0.9	-29	-0.1	-0.1	3	1
CN(C)CC#CCOCCOCCC#N	1.1	2.8	-2	5	1	0.9	0	0.0	0.6	2	3
CC1(C)C(c2ccccc2)=NC(c2cccnc2)N1O (configuration not stated)	1	0.0	-5	17	1.2	0.8	·	0.2	-0.2	3	10
C/C(CCc1c[nH]c2ccccc12)=N\O	1	2.4	-7	-7	1.1	1.1	8	-0.3	2.1	-6	6
FC(F)(F)c1ccc2c(c1)N(CCCN1CCN(CCCl)CC1)c1ccccc1S2	1.5	-0.5	100*	-9	1.8	1.1	·	-0.1	0.0	8	12
CC(C)CN1CCN(Cc2ccccc2C(F)(F)F)CC1CCO (configuration not stated)	0.8	1.4	1	26	0.9	0.7	-11	0.2	-0.3	-21	13
C=CCn1c(O)c(C(C)=NCCN2CCCCC2)c(=O)[nH]c1=O	0.9	1.2	3	9	1	0.9	·	0.4	0.3	11	4
Cc1nc2c(c(C)nn2-c2ccccc2)c(C)c1CCC(=O)N1CCC2(CC1)OCCO2	0.9	0.8	10	12	0.9	0.9	-5	-0.3	-1.3	1	-2
CCOC(=O)C1(CCc2ccccc2)CCN(Cc2csc(C(C)=O)c2)CC1	0.9	0.1	83*	-9	1	1.1	-8	0.0	12	0	12
CC1CN(c2ccc([N+](=O)[O-])c3cccnc23)CC(C)N1 (configuration not stated)	0.7	1.9	3	38	0.4	0.6	·	-0.4	3.1	-25	26
CCCC(=O)NC(Oc1ccccc1Cl)C(Cl)(Cl)Cl (configuration not stated)	1	1.6	-2	5	1	1	·	-0.2	-4.2	-4	8
Cc1cccc(NC(=S)N2CC3CC(C2)c2cccc(=O)n2C3)c1C (configuration not stated)	0.9	2.9	2	7	1	0.9	-7	-0.2	0.4	7	-7
CNP(=O)(Oc1ccccc1)OC12CC3CC(CC(C3)C1)C2 (configuration not stated)	1	2.4	3	5	1	0.9	-14	-0.2	-0.9	3	-2
CC(=NCc1cccnc1)c1c(O)n(Cc2ccccc2)c(=O)[nH]c1=O	1	-0.2	6	8	1.1	0.9	1	-0.4	2.3	-1	4
CCn1c(C)c(C(=O)O)c2cc(OC)ccc21	1	2.3	-4	6	1	0.9	-54	0.0	2.0	7	-3
COc1cc(N2CCOCC2)ccc1/C=C1\C(=O)NC(=O)N(Cc2cccs2)C1=O	1.1	4.8	-9	19	1.1	0.8	-7	-0.2	-1.7	-11	8
Cc1ccc(Cl)cc1N1CCN(CCN)CC1	0.9	1.9	100*	-2	0.9	1	8	-0.2	1.9	1	1
CCC(=O)CC(c1ccc([N+](=O)[O-])cc1)c1c(O)c2ccccc2oc1=O (configuration not stated)	0.9	4.2	-16	10	1	0.9	·	0.4	-3.5	5	3
COc1ccc(C(=O)C2CCCN(Cc3cnc(C)s3)C2)cc1OC (configuration not stated)	0.9	0.8	81*	15	0.9	0.8	15	-0.2	0.0	-16	7
Cc1c(N=Nc2c(O)[nH]c(=S)[nH]c2=O)c(=O)n(-c2ccccc2)n1C	0.8	0.5	1	-8	0.8	1.1	-19	-0.4	0.2	3	-4
